Screens as filed in PubChem BioAssay.
TRPM1 prom inh – inhibitors of MITF-driven TRPM1 promoter in melanoma cells | SK-MEL-5 TRPM1 promoter luciferase, 24 h | inhibition, % at 12.5 µM | hit rate 0.83% among 330,000 | AID 488899;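 active = mean inhibition across replicates of 60% or more, whatever share of single replicates reaches that level; inconclusive = some that reach 60%, reason not given; inactive = mean inhibition across replicates below 60%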; note: values of inactives mirror those of a sister screen read the other way
KKLEB tox – counter-screen for CF NF-kB inhibitors: cytotoxicity. activity change (cytotoxicity), % at 5 µM. KKLEB CF airway cells viability, ATPlite luminescence, overnight; stronger effect = lower value; cells stimulated with P. aeruginosa culture filtrate. hit rate 0.36% among 360,000;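 active = corrected activity change at or below -50% at 5 µM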
Peg3 prom inh – reduces Peg3 promoter-driven luciferase expression in HeLa; inhibition, % at 20 µM; hit rate 1.7% among 360,000; HeLa PEG-Prom luciferase reporter, luminescence, overnight;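 active = inhibition of at least 50% at 20 µM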
NR2E3 ag-1 – activates human NR2E3 receptor | Q9Y5X4 | CHO-S Gal4-NCOR/VP16-NR2E3 two-hybrid, luciferase | inhibition of corepressor binding, % at 3.98 µM | hit rate 0.35% among 360,000 | AID 602229;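 active = inhibition above the mean of all tested compounds plus 3 SD, cut at about 70% in these data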;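 note: 0% = DMSO with NR2E3 transfected cells and 100% = cells lacking NR2E3 construct; higher means lower luciferase signal from less NR2E3 corepressor binding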
Target sequence (Q9Y5X4 whole entry, looked up, the tested form may be a part): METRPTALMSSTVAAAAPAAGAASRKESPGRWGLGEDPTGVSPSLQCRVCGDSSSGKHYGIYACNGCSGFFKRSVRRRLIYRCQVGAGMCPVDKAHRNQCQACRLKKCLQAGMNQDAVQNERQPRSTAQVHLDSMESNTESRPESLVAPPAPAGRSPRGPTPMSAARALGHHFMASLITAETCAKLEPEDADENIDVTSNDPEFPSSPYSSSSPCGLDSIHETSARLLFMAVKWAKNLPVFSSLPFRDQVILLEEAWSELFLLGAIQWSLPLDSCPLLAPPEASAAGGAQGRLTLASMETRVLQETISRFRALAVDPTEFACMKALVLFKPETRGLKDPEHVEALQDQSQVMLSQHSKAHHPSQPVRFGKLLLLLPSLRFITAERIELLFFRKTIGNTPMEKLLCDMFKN
PDI turbidity – blocks human protein disulfide isomerase activity; hit rate 0.052% among 350,000; PDI insulin aggregation turbidity, A650, 90 min; inhibition, % at 10 µM;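 active = mean inhibition across replicates of 30% or more, whatever share of single replicates reach that level; inconclusive = mean inhibition below 30% while every single replicate reaches 30%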;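 note: absorbance from insulin aggregation driven by PDI reduction with DTT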
Target sequence (P07237 whole entry, looked up): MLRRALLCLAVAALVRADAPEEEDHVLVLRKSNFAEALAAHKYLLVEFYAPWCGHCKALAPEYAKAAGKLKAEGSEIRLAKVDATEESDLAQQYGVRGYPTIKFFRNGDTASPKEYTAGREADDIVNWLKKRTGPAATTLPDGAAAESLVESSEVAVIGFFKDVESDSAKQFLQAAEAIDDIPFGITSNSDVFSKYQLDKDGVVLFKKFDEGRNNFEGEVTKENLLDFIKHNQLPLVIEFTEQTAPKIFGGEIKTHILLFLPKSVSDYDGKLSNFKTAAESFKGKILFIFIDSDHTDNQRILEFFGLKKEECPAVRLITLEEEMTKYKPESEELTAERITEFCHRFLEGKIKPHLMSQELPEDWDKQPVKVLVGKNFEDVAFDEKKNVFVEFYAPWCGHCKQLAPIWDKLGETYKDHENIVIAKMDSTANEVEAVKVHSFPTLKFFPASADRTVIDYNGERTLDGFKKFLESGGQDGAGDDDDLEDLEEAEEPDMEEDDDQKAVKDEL
CF NFkB inh – cystic fibrosis NF-kB activation inhibition. hit rate 0.86% among 360,000. KKLEB NF-kB-GFP reporter, PAF-induced, GFP fluorescence overnight. inhibition, % at 5 µM. AID 588850;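 active = at least 50% inhibition at 5 µM, scaled per plate between neutral and stimulator controls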;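 note: PAF is a Pseudomonas aeruginosa culture filtrate used as stimulus; plate controls were PAF-stimulated DMSO wells for no effect and unstimulated DMSO wells for full effect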
HIF-2a inh – inhibitors of HIF-2a; 786-0 RCC cells HIF-2a reporter, luciferase luminescence, overnight; inhibition, % at 18.8 µM; hit rate 0.72% among 360,000; AID 624352;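 active = inhibition of the luminescence signal of 40% or more relative to plate controls, in a single-dose primary screen at 18.75 µM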
Shn3 inh set2 – reduces Shn3 3'UTR luciferase signal in osteoblasts; Clone20 osteoblast Shn3 3'UTR firefly luciferase, 24 h; inhibition, % at 12.5 µM; hit rate 0.52% among 360,000; AID 588674;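 active = mean inhibition of at least 75% with every replicate also reaching 75%; inconclusive = mean inhibition at least 75% but some replicate below; inactive = mean inhibition below 75%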;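 note: 0% = median of neutral control wells and 100% = pilot-screen positive control compound; some compounds past the cut are filed as inactive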
CaV13 FRET inh – Disruptors of the CACNA1D IQ motif to Ca2+-dependent inactivation inhibitor domain association, primary screening, Förster resonance energy transfer in intact living … | HEK cells, CFP/YFP FRET ICDI-IQ, plate reader, 10 min; percent FRET-ratio fall versus neutral wells | inhibition, % at 12.3 µM | hit rate 0.098% among 340,000 | AID 743397;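 active = mean replicate inhibition of at least 30% and at least 1% of replicates passing that level; inconclusive = only one of the two criteria is met; inactive = neither criterion is met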;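 note: 0% = median of the neutral control wells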
NR2E3 ag-2 – NR2E3 (human) agonism; Q9Y5X4; GST-NR2E3/biotin-RetCOR TR-FRET, 1536-well; inhibition of corepressor binding, % at 4.78 µM; hit rate 0.12% among 320,000; AID 2300;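 active = percent inhibition above the cutoff of mean plus 3 SD of all tested compounds, set per screening campaign, cut at about 20% in these data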;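 note: 0% = DMSO wells and 100% = biotin wells as full block of FRET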
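System: GST-NR2E3 and biotin-RetCOR proteins; probe or stimulus: 7 nM biotin-RetCOR; doses: compound at 4.8 µM, single dose; schedule: Compound–protein incubation for 5 h at 4 °C; detection: time-resolved FRET; read-out: percent inhibition; controls: biotin wells as high control, 0.6% DMSO wells as low control; format: 1536-well plates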
Vif inh – blocks HIV Vif function; inhibition, % at 7.49 µM; HEK293T cells, Vif self-association by quenched fluorescence, imaging, 24 h; hit rate 0.35% among 340,000; in the data active = inhibition above about 50%, passing the limit was not always enough; inconclusive = no clear call, values can overlap the other calls; inactive = below about 31%; note: some results filed as inactive read as strong as hits
Starred values were filed as active, the others as inactive; u = inconclusive; x = not tested or not shown.

SMILES	TRPM1 prom inh	KKLEB tox	Peg3 prom inh	NR2E3 ag-1	PDI turbidity	CF NFkB inh	HIF-2a inh	Shn3 inh set2	CaV13 FRET inh	NR2E3 ag-2	Vif inh
CC(=O)N1CCc2ccc(N)cc21	6	0	15	40	-11	-10	6	14	-5	x	8
O=C(CCN1C(=O)/C(=C/c2ccc3c(c2)OCO3)SC1=S)NNC(=O)c1cccnc1	0	-2	-4	-14	1	-36	9	12	2	2	-6
C/C(=C\C(=O)c1ccc(Br)cc1)Nc1cccc(Cl)c1	1	-7	-21	-11	-1	-22	-220	-3	x	3	x
CC(C(=O)N1CCN(c2ccccc2)CC1)c1ccc([N+](=O)[O-])cc1 (configuration not stated)	5	-4	6	16	-7	-9	3	1	-6	-1	-2
Cc1cscc(C)c1=S	x	-2	-2	13	10	-16	11	-7	-7	x	1
Cc1cccc(NS(=O)(=O)c2ccc3[nH]c(=O)oc3c2)c1C	0	3	6	20	10	-33	19	3	-3	x	-2
N#C/C(=C\c1ccc(/C=C(/C#N)c2nn(CCO)c(N)c2C#N)cc1)c1nn(CCO)c(N)c1C#N	-7	-18	12	-23	-1	5	3	11	-25	0	-5
COc1cc(C(=O)OCC(=O)N2CC(C)OC(C)C2)cc(OC)c1OC (configuration not stated)	8	8	2	-31	7	-14	11	19	-17	-1	11
O=C(NCCC1=CCCCC1)c1cc(COc2ccc(F)cc2Cl)on1	2	-2	-5	15	3	1	-26	12	-4	-2	-3
C[C@@H]1CN([C@@H](C)CO)C(=O)c2cccc(NC(=O)C3CCCCC3)c2O[C@@H]1CN(C)C(=O)NC1CCCCC1	-4	2	13	-35	7	-12	4	-6	-4	x	-1
CCCc1cc(=O)oc2cc(OCC(=O)N3CC[C@@]4(O)CCCC[C@H]4C3)ccc12	x	7	14	-12	x	-30	-7	19	x	x	-9
CC(=O)N1CCN(c2ccc(NC(=O)c3ccc(F)cc3)cc2)CC1	-11	-10	-33	-17	8	11	-34	3	-2	x	-6
S=C(NCc1ccco1)N/N=C/c1ccc(Cl)cc1	3	14	-80	-5	-2	-2	-70	-17	-3	-2	-7
Cc1cc(C)cc(N(C(=O)c2ccc3c(c2)OCO3)C2C=CS(=O)(=O)C2)c1 (configuration not stated)	-11	-2	10	-27	6	-4	5	1	-5	-1	-8
CCc1nc(N2CCCCC2C(=O)O)c2oc3ccccc3c2n1 (configuration not stated)	11	-6	13	-4	-8	2	25	-32	-2	-4	-8
COc1cc(/C=C/C(=O)OCC(=O)NC(=O)NC(C)C)ccc1O	3	1	-1	-7	5	-3	6	-19	-3	9	10
COC(=O)c1ccc(NC(=O)CO/N=C2\CCCc3nonc32)cc1	4	2	5	-8	1	14	10	0	-2	-3	-4
CC(C)[C@H](NC(=O)c1ccccc1Cl)C(=O)Nc1nc(-c2ccccn2)cs1	41	-8	35	17	-7	-15	21	51	-8	3	-13
CCOc1ccc(-n2cc(-c3ccccc3)c3c(N4CCOCC4)ncnc32)cc1	11	-20	51*	-6	7	91*	18	79	-12	-1	-18
C/C=C/Cn1c(SC)nc2c1c(=O)[nH]c(=O)n2C	3	4	7	-27	-5	-3	17	6	x	3	5
Cc1ccc(CNC(=O)C2CCC(=O)N(Cc3cccc(C(F)(F)F)c3)C2)o1 (configuration not stated)	-7	4	8	-23	2	15	-10	1	-4	-3	-3
COc1ccc(C(=O)c2c[nH]c(C(=O)NCc3cccs3)c2)cc1	-3	6	3	-24	-3	-1	-6	-4	-2	0	1
CCOC(=O)c1[nH]c2ccccc2c1NC(=O)c1ccc2c(c1)OCO2	-9	-14	-13	8	-3	5	-12	-30	-7	2	2
Cc1ccc(S(=O)(=O)N[C@@H](Cc2ccccc2)C(=O)N2CCC(C(=O)N[C@@H](CC(C)C)C(=O)O)CC2)cc1	-2	1	3	3	13	-5	23	-17	-5	1	0
CCN(CC)c1nc(-c2ccccc2)cc(C(F)(F)F)c1C#N	11	9	-5	-19	2	-11	18	14	2	3	6
COc1ccc(N/C=C(/C(C)=O)c2ccccc2)cc1	-6	3	-26	-48	-6	7	-6	5	-4	4	3
CC(=O)N1CCN(c2ncnc3ccccc23)CC1	-9	4	-3	6	3	42	21	3	-20	-4	7
Cc1ccc(-n2nnnc2SCC(=O)Nc2cccnc2Cl)cc1	3	-7	9	-7	-5	3	-5	17	-16	1	-4
O=C(/C=C/c1cccc([N+](=O)[O-])c1)NC(=S)Nc1ccc(CN2CCOCC2)cc1	0	-34	21	-6	-5	67*	14	38	-5	3	-5
COc1ccccc1CNC(=O)C(=O)NCCC1CCCCN1S(=O)(=O)c1ccccc1 (configuration not stated)	1	-6	16	-30	6	3	4	-19	-5	1	2
Cc1ccc(CNC(=O)C(OC(=O)c2ccco2)C(C)C)cc1 (configuration not stated)	-3	4	13	11	20	6	20	-3	-9	1	4
Cc1ccc(S(=O)(=O)NC(=O)COc2cc(C)ccc2C(C)C)cc1	-6	8	10	-9	3	-5	8	-4	-2	3	x
Cc1c(C(=O)NCCN2CCOCC2)oc2ccc(S(=O)(=O)N3CCCCCC3)cc12	2	-2	9	27	-1	-5	4	21	-4	-2	-4
COc1ccc(C(=O)Nc2cnn(Cc3c(F)cccc3Cl)c2)cc1OC	-10	1	-50	-17	3	-2	-89	8	3	-1	-2
CCCCNC(=O)CN(c1cccc(F)c1)S(C)(=O)=O	1	-2	16	0	1	4	6	-4	x	-1	2
O=C(c1ccc(CS(=O)c2ccccc2Cl)o1)N1CCN(c2ccccn2)CC1 (configuration not stated)	27	2	35	-22	-2	17	-4	1	-2	-4	1

Profiles from above. Values in the order: TRPM1 prom inh | KKLEB tox | Peg3 prom inh | NR2E3 ag-1 | PDI turbidity | CF NFkB inh | HIF-2a inh | Shn3 inh set2 | CaV13 FRET inh | NR2E3 ag-2 | Vif inh
CC(=O)N1CCN(c2ncnc3ccccc23)CC1 across the screens: -9 | 4 | -3 | 6 | 3 | 42 | 21 | 3 | -20 | -4 | 7
COc1ccccc1CNC(=O)C(=O)NCCC1CCCCN1S(=O)(=O)c1ccccc1 (configuration not stated) across the screens: 1 | -6 | 16 | -30 | 6 | 3 | 4 | -19 | -5 | 1 | 2

Remaining list, next part.
SMILES	TRPM1 prom inh	KKLEB tox	Peg3 prom inh	NR2E3 ag-1	PDI turbidity	CF NFkB inh	HIF-2a inh	Shn3 inh set2	CaV13 FRET inh	NR2E3 ag-2	Vif inh
O=C(NCc1ccc2c(c1)OCO2)C1(S(=O)(=O)c2ccccc2)CC1	16	8	6	-22	-6	-6	15	5	-2	1	-3
CSCCC(NS(=O)(=O)Cc1ccccc1)C(=O)NNc1ccccc1 (configuration not stated)	x	-4	12	25	x	11	9	-4	-10	x	12
CCc1ccccc1NC(=O)C1c2ccccc2Oc2ccccc21	13	-2	13	-5	-8	2	17	2	1	3	17
Fc1ccccc1-c1cc2ncccc2cn1	-71	-2	-219	-60	0	-21	-234	-73	-4	2	4
O=C(O)CN1CCN(C(c2ccccc2)c2ccccc2)CC1	9	-2	-1	7	-1	-24	14	4	-2	5	-3
O=C(COc1ccc(Cl)cc1)NNC(=O)C(=O)NC1CCCCC1	7	0	0	-15	16	-1	11	-5	x	0	u
COc1ccccc1NC(=O)CSc1nnc(-c2ccccc2)o1	-74	3	-294	-46	x	1	-228	-21	-2	1	-4
CCN(CC)S(=O)(=O)c1cccc(NC(=O)c2cc(-c3cccs3)nn2-c2ccccc2)c1	4	3	11	28	-5	-5	2	58	-3	-1	x
CCCC(=O)Nc1c(-c2ccccc2)c(=O)c(C)nn1-c1ccc(Cl)cc1	-8	-21	3	-28	7	-6	16	-18	-6	-4	-2
COc1cccc(NC(=O)COC(=O)c2ccco2)c1	-7	-2	-10	-18	8	5	-8	-1	-4	-1	0
Nc1c(N(Cc2ccco2)C(=O)c2cccc(F)c2)c(=O)[nH]c(=O)n1Cc1ccccc1	3	-5	-2	-14	4	6	17	-25	-5	2	6
COc1ccc(N2CCN(C(=O)C3CCN(S(=O)(=O)c4c(C)noc4/C=C/N(C)C)CC3)CC2)cc1	0	9	-9	-5	-5	3	3	2	-3	4	-3
CCO[C@H]1OC(C(=O)NC2CC2)=C[C@@H](c2ccc(Br)cc2)[C@@H]1CCCO	-1	3	20	12	-4	5	13	-10	-10	3	7
O=C(Nc1cccnc1)c1ccc(S(=O)(=O)c2ccc(Cl)cc2)cc1	8	14	8	14	-2	-11	16	57	-2	4	-2
Cc1ccc(-n2c3c(c(=O)[nH]c2=S)C(C(F)(F)F)(C(F)(F)F)NC(=O)N3)cc1	-4	7	1	3	-5	-4	10	-5	-7	-1	2
CC(C)(C)c1nnc(NC(=O)Cc2ccccc2[N+](=O)[O-])s1	3	2	16	19	-8	-19	11	-19	-6	1	0
CC(C)(C)c1csc(NC(=O)CCS(=O)(=O)c2ccc(F)cc2)n1	x	-13	2	-25	-4	-24	-24	5	-8	x	x
COCCNC(=O)C(OC(=O)c1cccs1)c1ccccc1 (configuration not stated)	11	1	6	-26	-3	8	0	23	-5	1	-4
C1CCCN(CCCCN2CCCCCC2)CC1	-11	-16	5	12	-11	-4	9	5	-5	-3	1
CCn1c(SCC(=O)N2CCN(c3ccc(F)cc3)CC2)nc2ccccc2c1=O	5	4	39	43	9	-8	11	4	x	5	-11
Cc1cccc(CCNC(=O)Cn2ncc3c([nH]c4ccccc43)c2=O)c1	-3	4	4	-6	0	-10	12	-5	x	3	0
CCN1CCC(NC(=O)c2cc(OC)c(OC)cc2OC)CC1	4	-4	1	-4	-4	-4	7	-30	-8	0	18
ClCc1nc2ccccc2c2ccccc12	-11	-16	24	-20	-9	45	12	14	-8	-5	-2
COC(Cc1nnc(SC)n1-c1ccc(Cl)cc1)OC	-11	8	2	-11	-1	5	10	4	-5	-1	9
COc1cccc(C(NC(C)=O)c2nc(-c3ccccc3)cs2)c1 (configuration not stated)	x	-4	1	-19	13	-39	-25	-5	-5	x	8
CSCCC(NS(=O)(=O)c1ccccc1F)C(=O)NCc1cccnc1 (configuration not stated)	4	10	-1	-21	5	-29	11	-15	-5	5	2
CCOC(=O)C1=C(C)NC(=O)C(C(N)=O)C12CCCC2 (configuration not stated)	-12	-3	15	1	-2	-9	10	6	-6	1	0
COC(=O)c1ccc(-c2nn(C)c(=O)c3ccccc23)cc1	5	3	2	-16	27	-2	8	-3	-6	-1	9
Cc1cnc(C(=O)OCC(=O)NCc2cccc(Cl)c2)cn1	-5	-3	0	18	-4	0	3	-4	-2	3	-2
Cc1cc(=O)oc2cc(OCC(=O)NCCc3ccccc3)ccc12	-21	3	-7	-4	-3	-14	-19	-2	-2	1	3
O=C(Oc1cccnc1)c1cccc(Cl)c1	3	-2	-13	18	0	-14	4	-45	-9	2	16
